FUS suppressor = qHTS for Suppressors of FUS Proteinopathy: Primary screen using FUS-linked yeast assay; 0.24% of 390,000 active; Potency, µM (top dose mostly 76.6 µM), without a hit: at the top dose growth rescue (activation), usual class: activators; S. cerevisiae FUS-expressing, growth rescue, OD600, 24 h;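 further: potency means the concentration at half of the fitted maximal effect; plate controls were DMSO vehicle for no effect and reference control for full effect; nearly all actives have a fitted effect of over 55% in size; some results filed as inactive show a strong effect at the top dose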
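Steps: raffinose overnight preculture; dilution to OD 0.005 in 2% galactose minimal medium; compound addition (concentration series); 24hr at 30C, 99% humidity; absorbance read at 600 nm.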
WRN helicase inh = qHTS for Inhibitors of WRN Helicase; Potency, µM (highest dose often 114 µM), for inactives: at the top dose activity change, negative = inhibition, hits mostly inhibitors; Bifunctional 3'-5' exonuclease/ATP-dependent helicase WRN (Homo sapiens), Q14191; 0.46% of 360,000 active; AID 651768, 2012; WRN helicase unwinding, fluorescent forked duplex, kinetic; further: potency means the concentration at half of the fitted maximal effect; on the % scale 0 is the no-effect control and ±100 the full control effect; nearly all actives have a fitted effect of over 55% in size
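Fluorescence dequenching readout, ex 525 nm/em 598 nm, kinetic mode: forked duplex DNA (100 nM final) with adjacent fluorophore and quencher unwound by WRN (20 nM final) with 2 mM ATP. Compound preincubation 15 min, room temperature.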
PLK1 PBD block = qHTS for Inhibitors of PLK1-PDB (polo-like kinase 1 - polo-box domain): Primary Screen; Potency, µM, without a hit: max response, negative = inhibition, usual class: inhibitors; Serine/threonine-protein kinase PLK1 (Homo sapiens), P53350; Plk1 PBD binding of FITC phosphopeptide, fluorescence polarization; 2.8% of 360,000 active; further: potency means the concentration at half of the fitted maximal effect; series mostly up to about 57 µM; on the % scale 0 is the no-effect control and ±100 the full control effect; nearly all actives have a fitted effect of over 65% in size
IL-2 act = qHTS of IL-2 Activators | AID 652025, 2013 | IL-2 activation reporter assay, cell-based qHTS; stimulated with anti-CD3/CD4/CD28 beads; in transgenic mouse T cells | 0.065% of 360,000 active | activation, % (series mostly up to about 46 µM); in the data active means activation above about 50%; inconclusive means mostly about 30% to 49%; further: 0% is about no effect
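Using fluorescent plate cytometry, EGFP and DsRed are detected in transgenic mouse T cells stimulated 18 h at 37 degrees C with antibody-coated beads after 60 min compound pretreatment.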
PI5P4Ka inh = qHTS for Inhibitors of phosphatidylinositol 5-phosphate 4-kinase (PI5P4K) | 1.2% of 330,000 active | AID 652105, 2013 | PI5P4Kalpha enzyme, ADP-Glo luminescence, 60 min; active compounds read low | max response, % | Phosphatidylinositol 5-phosphate 4-kinase type-2 alpha (Homo sapiens), P48426; active means max response of -50% or lower; inconclusive means between -30% and -50%; inactive means -30% or higher; further: value at the top dose of about 77 µM; on the % scale 0 is the no-effect control and ±100 the full control effect
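Single end-point luminescence (ADP-Glo) quantified ADP from PI5P4Kalpha turnover; ATP 5 microM final, 1 h at RT, 0.1% CHAPS and 0.28 mM EGTA in HEPES pH 7.4.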
EPAC1 antag = qHTS for Antagonist of cAMP-regulated guanine nucleotide exchange factor 3 (EPAC1): primary screen; Potency, µM (highest dose often 115 µM), without a hit: top-dose activity change, negative = inhibition, usual class: inhibitors; Rap guanine nucleotide exchange factor 3 (Homo sapiens), O95398; AID 720709, 2013; EPAC1 GEF assay, Rap1b-BODIPY-GDP exchange fluorescence; 0.14% of 360,000 active;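 further: potency means the concentration at half of the fitted maximal effect; plate controls were vehicle for no effect and positive control for full effect; nearly all actives have a fitted effect of over 50% in size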
Target sequence (O95398 whole entry, looked up): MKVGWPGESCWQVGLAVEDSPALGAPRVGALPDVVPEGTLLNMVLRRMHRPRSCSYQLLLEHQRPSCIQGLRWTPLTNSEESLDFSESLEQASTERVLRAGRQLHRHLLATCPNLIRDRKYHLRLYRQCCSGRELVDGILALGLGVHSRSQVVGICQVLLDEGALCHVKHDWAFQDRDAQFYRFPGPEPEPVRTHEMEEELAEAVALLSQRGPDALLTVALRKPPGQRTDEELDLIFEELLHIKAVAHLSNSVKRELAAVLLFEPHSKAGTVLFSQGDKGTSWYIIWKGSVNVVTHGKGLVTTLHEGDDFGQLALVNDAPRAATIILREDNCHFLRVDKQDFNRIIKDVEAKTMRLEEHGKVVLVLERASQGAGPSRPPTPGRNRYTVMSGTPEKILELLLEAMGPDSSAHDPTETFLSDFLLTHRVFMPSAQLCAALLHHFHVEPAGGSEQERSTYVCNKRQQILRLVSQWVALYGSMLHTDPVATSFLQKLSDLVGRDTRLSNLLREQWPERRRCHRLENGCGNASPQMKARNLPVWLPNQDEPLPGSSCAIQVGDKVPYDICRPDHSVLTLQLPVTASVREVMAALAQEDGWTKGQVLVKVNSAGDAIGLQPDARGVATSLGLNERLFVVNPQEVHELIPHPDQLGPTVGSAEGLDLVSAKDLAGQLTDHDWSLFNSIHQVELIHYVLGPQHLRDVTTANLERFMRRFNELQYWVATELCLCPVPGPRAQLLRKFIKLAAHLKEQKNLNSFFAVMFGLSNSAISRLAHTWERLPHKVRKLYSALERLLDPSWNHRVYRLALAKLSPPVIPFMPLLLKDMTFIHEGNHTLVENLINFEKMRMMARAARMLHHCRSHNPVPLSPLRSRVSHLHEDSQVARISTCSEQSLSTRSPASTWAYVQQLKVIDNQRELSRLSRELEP
Abeta rescue = qHTS for compounds that reverse cellular toxicity of Amyloid beta (A-beta) peptide in yeast: Primary Screen | yeast expressing A-beta42, growth rescue, OD600, 48 h; response scale: 0% DMSO, 100% iron-clioquinol control | Potency, µM (series often up to 46.1 µM), for the others: at the highest dose growth rescue, actives largely listed as activators | 0.063% of 410,000 active; further: potency means the concentration at half of the fitted maximal effect; nearly all actives have a fitted effect of over 55% in size
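Growth rescue measured by 600 nm absorbance after 48 h yeast culture at 30 C with compound. Values normalized between DMSO and an equimolar ferric chloride plus clioquinol control.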
EPAC1 ag = qHTS for Agonist of cAMP-regulated guanine nucleotide exchange factor 3 (EPAC1): primary screen; Rap guanine nucleotide exchange factor 3 (Homo sapiens), O95398; EPAC1 agonist qHTS, biochemical assay; response scale: 100% = response to 6.5 mM cAMP; Potency, µM (titrated, usually from 154 µM), for inactives: top-dose activation, actives largely listed as activators; 0.073% of 360,000 active; AID 720707, 2013; further: potency means the concentration at half of the fitted maximal effect; nearly all actives have a fitted effect of over 60% in size
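Normalized to 6.5 mM cAMP, activity reflects EPAC1-catalysed release of BODIPY-GDP from Rap1B, followed kinetically over 30 min at 480 nm excitation, 540 nm emission. Reaction contained 100 nM EPAC1, 250 nM Rap1B-BODIPY-GDP, 50 uM GDP.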
* = called active by the depositor; ? = inconclusive; . = no result given; & = joins results of further samples; [ ] = another dose, or the depositor's remark. Unless noted, the call rests on the fitted dose curve; in most records, active means well fitted curve in the direction sought with a large enough effect; inconclusive means small, poorly fitted or top-dose-only effect, or another doubt; inactive means no such curve, though single readings can be large; an effect the other way counts as inactive or inconclusive. The order is random, and some 4.1% of all compounds hit somewhere here.

SMILES	FUS suppressor	WRN helicase inh	PLK1 PBD block	IL-2 act	PI5P4Ka inh	EPAC1 antag	Abeta rescue	EPAC1 ag
O=C(Nc1cc(Cl)ccc1Cl)C1CC(=O)N(c2ccc(Br)cc2)C1 (stereo not given)	-1%	-10%	-4%	-0.5	5	0%	19%	-21%
COc1cccc(/C=C2\SC(=O)N(CC(=O)NC3C=CS(=O)(=O)C3)C2=O)c1 (stereo not given)	4%	-1%	-7%	0.6	-11	-19%	-9%	1%
Cc1ccc2nc(-c3ccc(NC(=O)CN4CCN(c5ccccn5)CC4)cc3)sc2c1	41%	-13%	-4%	1.0	-9	3%	-18%	10%
Nc1c(C(=O)Nc2ccccc2)nnn1-c1ccc2c(c1)OCCO2	-23%	-4%	-3%	-1.4	5	3%	-40%[inhibitor]	14%
O=C(CCCSc1nc2ccccc2c(=O)[nH]1)c1ccccc1	9%	-1%	5%	1.2	0	4%	12%	-5%
CCN(CC)C(=O)CN1CCN(c2ncccn2)CC1	-21%	-4%	1%	-0.3	.	0%	2%	5%
O=C(NCc1ccccc1)Nc1cc(Cl)ccc1Cl	1%	1%	-10%	-0.1	-1	-18%	-5%	8%
COCCNC(=O)c1ccc(CN2CCOCC2)cc1	-4%	1%	-6%	0.8	5	6%	-11%	11%
COc1ccc(-c2oc(=O)c3cc(OC)c(OC)cc3c2/C=C/c2cccc([N+](=O)[O-])c2)cc1	4%	3%	-19%	-0.3	-2	-6%	-1%	3%
Cc1ccc(CN2CCC[C@]3(N[C@H](c4ccc(C(F)(F)F)cc4)[C@@H]4C(=O)N(C)C(=O)[C@@H]43)C2=O)cc1	?	1%	-8%	-0.8	0	-20%	1%	6%
OC(c1cccc(F)c1)c1ncc(-c2ccc(C(F)(F)F)cc2)[nH]1 (stereo not given)	-15%	-3%	-2%	-0.6	0	-7%	22%	-13%
CCCc1nn(C)c(C(=O)Nc2ccccc2)c1Cl	.	-7%	-4%	-3.3	-3	-23%	-7%	-12%
COc1ccc(N2C(=NC(=O)c3ccc(Br)cc3)SC3CS(=O)(=O)CC32)cc1 (stereo not given)	1%	-2%	3%	-0.9	3	-10%	7%	6%
O=C(c1cc2ccccc2o1)N1CCN(c2cccc(Cl)c2)CC1	.	9%	4%	-0.8	-4	3%	11%	0%
CCOc1ccc(NC(=O)c2ccc(F)c(S(=O)(=O)N3CCCC3)c2)cc1	-14%	2%	5%	-1.3	-6	2%	11%	-2%
CC1CC(=O)Nc2ccccc2N1C(=O)CN1CCN(c2ccccc2)CC1 (stereo not given)	5%	-11%[57.1 µM]	-3%	0.8	0	-8%	-6%	0%
CCCNC(=O)COC(=O)c1ccc(S(=O)(=O)N2CCCC2)cc1	-34%	2%	-6%	-2.3	-1	0%	-7%	0%
N#Cc1ccc(NC(=O)Cn2cnc(S(=O)(=O)N3CCCC3)c2)cc1	6%	-5%	-10%	-2.8	0	13%	5%	-1%
COc1ccccc1-c1cn[nH]c1-c1ccc(OCc2ccc(F)cc2)cc1O	33%	-9%	-5%	-2.0	26	-15%	?	8%
CCc1ccc(S(=O)(=O)/N=C2\C=C(NS(=O)(=O)c3ccccc3)C(=O)c3ccccc32)cc1	-8%	-12%	21µM*	-0.4	?	?	?	-7%
Cc1ccc(NC(=O)CSc2ncc(-c3ccccc3)n2C(=O)c2ccccc2)cc1	12%	-14%[57.1 µM]	-13%&-8%	-2.0	.	-11%	-5%	0%
COc1cccc(NC(=O)CCCN2C(=O)C3CC=CCC3C2=O)c1 (stereo not given)	-3%	9%	0%	-0.1	1	-18%	-2%	10%
O=C(Nc1ccccc1C(=O)OCn1nnc2ccccc2c1=O)c1ccco1	-3%	-17%	-1%	-2.7	-1	-15%	-5%	2%
S=c1[nH]nc(-c2ccco2)n1/N=C/c1ccccc1Cl	-14%	-8%	-4%	0.4	0	1%	13%	6%
CN(C)S(=O)(=O)N1CCN(c2ccccc2)CC1	7%	-4%	-8%	3.7	.	-5%	15%	8%
Cc1ccc(NCC(=O)N/N=C/c2cc3ccccc3nc2Cl)cc1	37%	-12%	-11%	-0.1	-16	9%	17%	-5%
c1ccc(-c2cn(-c3ccccc3)c3[n+]2CCS3)cc1	26%	5%	-6%	-1.3	0	11%	3%	-3%
CN1C(=O)C(c2nnc(Nc3cccc4ccccc34)s2)C2CC1(C)Oc1ccccc12 (stereo not given)	.	-3%	-9%	-2.7	3	-20%	5%	13%
CCOc1cccc(C(=O)Nc2nccs2)c1	6%	2%	-9%	-1.1	1	-2%	-11%	6%
CC/C(=C(\c1ccc(O)cc1)c1ccc(OCCN(C)C)cc1)c1ccccc1	15%	-10%	0%	0.1	18	-16%	14%	-8%
CC(C)C(c1nnnn1C1CCCCC1)N1CCc2ccccc21 (stereo not given)	41%	-8%	-4%	-1.5	8	-3%	-1%	1%
O=C(C[n+]1ccc(-c2nnc3n2CCCCC3)cc1)c1ccc(Cl)cc1	30%	-10%	-7%	0.0	0	-9%	6%	2%
CCOCc1nnc(NC(=O)c2cc(C(=O)OC)cc([N+](=O)[O-])c2)s1	-5%	-21%	27µM*	1.3	-25	-17%	-11%	2%
Cc1ccc(NC(=O)Cc2ccc(F)cc2)cc1	-6%	4%	-4%	-0.2	.	10%	4%	0%
O=C(O)c1ccc(COc2ccc(CO)cc2Cl)cc1	0%	-4%	?	-0.2	.	21%	-13%	3%
COc1ccc(C(=O)Nc2nnc(C3=COCCO3)o2)cc1	8%	0%	-1%	-3.1	-4	2%	-5%	-14%
Cc1[nH]c2ccccc2c1C(c1ccccn1)N1CCC(C(N)=O)CC1 (stereo not given)	-1%	-21%	6.7µM*	-0.7	22	3%	11%	-1%
Cc1cccc(NS(=O)(=O)c2cc3c(cc2C)N(C)CCO3)c1	39%	-1%	8%	3.0	1	-1%	6%	-18%
Cc1cccc(NC(=O)CSc2nc3c([nH]c4ccccc43)c(=O)n2C)c1	-13%&4%	0%	-9%	-2.4	1	-3%	-15%&-7%	-21%
O=S(=O)(Nc1cccc(-c2ccc(N3CCOCC3)nn2)c1)c1cc(Cl)ccc1Cl	-5%	-19%	1%	0.6	-3	-17%	10%	9%

Sorted by heavy-atom count (lowest first): ten of the compounds above.
SMILES	FUS suppressor	WRN helicase inh	PLK1 PBD block	IL-2 act	PI5P4Ka inh	EPAC1 antag	Abeta rescue	EPAC1 ag
CCOc1cccc(C(=O)Nc2nccs2)c1	6%	2%	-9%	-1.1	1	-2%	-11%	6%
Cc1ccc(NC(=O)Cc2ccc(F)cc2)cc1	-6%	4%	-4%	-0.2	.	10%	4%	0%
S=c1[nH]nc(-c2ccco2)n1/N=C/c1ccccc1Cl	-14%	-8%	-4%	0.4	0	1%	13%	6%
COc1ccc(C(=O)Nc2nnc(C3=COCCO3)o2)cc1	8%	0%	-1%	-3.1	-4	2%	-5%	-14%
Cc1cccc(NS(=O)(=O)c2cc3c(cc2C)N(C)CCO3)c1	39%	-1%	8%	3.0	1	-1%	6%	-18%
CCOCc1nnc(NC(=O)c2cc(C(=O)OC)cc([N+](=O)[O-])c2)s1	-5%	-21%	27µM*	1.3	-25	-17%	-11%	2%
O=C(C[n+]1ccc(-c2nnc3n2CCCCC3)cc1)c1ccc(Cl)cc1	30%	-10%	-7%	0.0	0	-9%	6%	2%
O=C(Nc1ccccc1C(=O)OCn1nnc2ccccc2c1=O)c1ccco1	-3%	-17%	-1%	-2.7	-1	-15%	-5%	2%
O=S(=O)(Nc1cccc(-c2ccc(N3CCOCC3)nn2)c1)c1cc(Cl)ccc1Cl	-5%	-19%	1%	0.6	-3	-17%	10%	9%
Cc1ccc(NC(=O)CSc2ncc(-c3ccccc3)n2C(=O)c2ccccc2)cc1	12%	-14%[57.1 µM]	-13%&-8%	-2.0	.	-11%	-5%	0%

Remaining list, next part.
SMILES	FUS suppressor	WRN helicase inh	PLK1 PBD block	IL-2 act	PI5P4Ka inh	EPAC1 antag	Abeta rescue	EPAC1 ag
COc1cc([N+](=O)[O-])ccc1NC(=O)Cc1ccc(C)cc1	-18%	6%	-4%	-1.7	-8	5%	11%	7%
COc1ccc(C=NNc2nc3c([nH]2)c(=O)n(C)c(=O)n3C)cc1	19%	4%	-5%	-0.1	0	-5%	1%	14%
COC(=O)c1cc(S(=O)(=O)NCc2ccccc2)cn1C	-15%	1%	?	3.0	-7	-1%	6%	-1%
COc1ccc(CCNC(=O)CCCOc2cccc(C)c2C)cc1OC	12%	5%	-3%	-1.8	6	10%	6%	0%
NC(=O)C1CCN(C(=O)c2cccc(S(=O)(=O)N3CCCC3)c2)CC1	11%	7%	-8%	0.1	1	6%	-16%	-1%
CC1=C(C#N)C(C)(C)C(C#N)=C(C)N1	-5%	-8%	-7%	-2.4	2	-4%	-2%	-11%
Cc1cccc(-c2cnc(C(O)c3ccc4ccccc4c3)[nH]2)c1 (stereo not given)	1%	-2%	0%	0.8	-4	-26%	-7%	-4%
O=C(CCNC(=O)N1CC(=O)Nc2ccccc21)NCCc1ccc(Cl)cc1	-14%	6%	1%	-2.3	-1	8%	3%	-6%

Screening data: PubChem BioAssay, National Center for Advancing Translational Sciences (NCATS)
